Her2 expr inh – Her2 kinase expression inhibition; P04626; SKBR-3 HER2 protein level, AlphaScreen, 18-24 h; hits give low values; HER2 level % of control, % at 10 µM; 65,000 tested, 0.69% active; AID 645;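 active = HER2 level under 5% of the carrier-only control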;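 note: 100% = DMSO carrier and 0% = 500 nM PU-H71 HSP90 inhibitor; lower value means stronger loss of Her2 protein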
A340 absorber – absorbance at 340 nm; 65,000 tested, under 10 active; compound absorbance at 340 nm, fold over control; fold change at 10 µM; AID 708;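 active = at 10 µM dose, initial 340 nm absorbance at least 2 fold that of control wells; inactive = change under 2 fold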;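 note: initial absorbance extrapolated from kinetic A340 decline of NADH oxidation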
Autofluor 339 – intrinsic fluorescence of library compounds, ex339/em460 – biochemical, MLSMR library, data from DPM-DC assay, artefact control, profiling panel; compound autofluorescence, ex339/em460 nm, NADH buffer; hits give high values; 1 = no-compound wells, NADH background; fluorescence fold increase at 10 µM; 65,000 tested, 5.5% active;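 active = at 10 µM, mean starting fluorescence two-fold or more over control wells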;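 note: signal is the first read of a kinetic run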
5HT1a antag – blocks the human serotonin 5-HT1a receptor; P08908; CHO 5-HT1a Ga15 NFAT-bla reporter, antagonist mode; inhibition, % at 10 µM; 62,000 tested, 0.68% active; AID 612;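 active = inhibition above the mean of all tested compounds plus 3 SD, cut at about 43% in these data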;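 note: receptor stimulated by 5-CT agonist at 100 nM near EC80; beta-lactamase reporter measured by ratiometric fluorescence of a cleavable substrate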
S1P1 ag-PAM – agonists and agonism potentiators of human S1P1 receptor | P21453 | S1P1 CRE-bla cells, forskolin, beta-lactamase FRET, potentiator mode; S1P1 agonist co-added at EC20, 2 nM; 100% = saturating reference agonist, 0% = basal | activation, % at 9.5 µM | 56,000 tested, 0.57% active;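 active = activation above a cutoff set at the mean activation of all tested compounds plus 3 SD, cut at about 54% in these data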;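 note: forskolin at 4 µM as EC80 and the EC20 agonist is SEW2871; 100% = SEW2871 at its EC100 plus forskolin at EC80; some compounds past the cut are filed as inactive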
5HT1E antag – 5-HT1E (human) receptor antagonism. 65,000 tested, 0.99% active. CHO 5-HT1E Ga15 NFAT-bla reporter, FRET, antagonist. inhibition, % at 6 µM. P28566;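 active = inhibition above a set limit, the mean inhibition across every tested compound plus 3 SD, cut at about 29% in these data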;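 note: signal is the 460 over 535 nm emission ratio of beta-lactamase substrate; 0% = agonist plus DMSO wells and 100% = wells without agonist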
Target sequence (P28566 whole entry, looked up): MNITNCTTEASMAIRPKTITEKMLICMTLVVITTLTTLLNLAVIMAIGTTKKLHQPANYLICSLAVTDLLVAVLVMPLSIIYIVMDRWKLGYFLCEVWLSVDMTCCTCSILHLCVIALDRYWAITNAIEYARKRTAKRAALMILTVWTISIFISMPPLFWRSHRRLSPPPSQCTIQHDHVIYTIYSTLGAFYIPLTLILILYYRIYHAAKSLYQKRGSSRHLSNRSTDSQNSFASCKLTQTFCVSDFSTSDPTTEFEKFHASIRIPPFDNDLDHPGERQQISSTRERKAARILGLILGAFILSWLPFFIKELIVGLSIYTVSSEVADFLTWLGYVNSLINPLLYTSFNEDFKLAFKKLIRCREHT
5HT1E ag – agonists of human 5-HT1E serotonin receptor; P28566; CHO 5-HT1E Ga15 NFAT-bla reporter, FRET; 0% DMSO wells, 100% control agonist wells; activation, % at 6 µM; 65,000 tested, 0.69% active; AID 574;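 active = activation above a set limit, the screen-wide mean activation plus 3 SD, cut at about 8.5% in these data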;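 note: 100% = positive control agonist at 1 µM giving full maximal response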
MMP-13 inhibitor – blocks human MMP13 activity. AID 570. inhibition, % at 4 µM. P45452. 65,000 tested, 0.07% active. MMP-13 fTHP FRET cleavage, Mca fluorescence;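 active = inhibition above the mean of compound-free control plate wells plus 3 SD, cut at about 14% in these data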;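 note: 0% = DMSO wells and 100% = wells with reference MMP-13 inhibitor after basal subtraction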
S1P3 ag – activates the human S1P3 receptor; 60,000 tested, 0.1% active; activation, % at 4.5 µM; S1P3 NFAT-BLA reporter cells, agonism, FRET ratio; relative to 1 µM S1P, basal subtracted; Q99500;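 active = activation above the screen-wide mean plus 3 SD, cut at about 4.5% in these data, passing the limit was not always enough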; note: some compounds called inactive have numbers as strong as hits
Target sequence (Q99500 whole entry, looked up): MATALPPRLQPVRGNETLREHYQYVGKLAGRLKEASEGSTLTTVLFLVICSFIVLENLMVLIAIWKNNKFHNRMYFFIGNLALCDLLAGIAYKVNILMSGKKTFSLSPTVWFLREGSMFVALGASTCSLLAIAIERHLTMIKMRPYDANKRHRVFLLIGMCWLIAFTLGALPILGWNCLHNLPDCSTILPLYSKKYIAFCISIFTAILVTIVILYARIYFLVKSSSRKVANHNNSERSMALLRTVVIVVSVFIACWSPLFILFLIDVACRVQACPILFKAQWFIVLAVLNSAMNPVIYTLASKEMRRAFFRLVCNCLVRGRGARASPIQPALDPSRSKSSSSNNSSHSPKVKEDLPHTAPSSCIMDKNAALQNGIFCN
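Assay system: stable CHO line with human S1P3, Gα16, NFAT-BLA reporter; Detection: FRET β-lactamase substrate fluorescence, excitation 405 nm, 460/535 nm emission ratio, background-subtracted; Read-out: percent activation versus median 1 µM S1P response, basal-subtracted, per plate; Incubation: cells plated overnight, compound 4 h 37 °C, substrate 2 h RT.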
Numbers without * were called inactive; x = no result given.

SMILES	Her2 expr inh	A340 absorber	Autofluor 339	5HT1a antag	S1P1 ag-PAM	5HT1E antag	5HT1E ag	MMP-13 inhibitor	S1P3 ag
CCC(C)(C)NC(=O)C(c1cccc(OC)c1)N(C(=O)c1ccn[nH]1)c1cccc(OC)c1 (configuration not stated)	83	0.97	1	-5	-5	-8	-0.4	2	0.1
CN(C)S(=O)(=O)c1ccc(C(=O)Nc2nc(-c3cccs3)cs2)cc1	68	1.1	1.8	-5	61	-9	1.9	6	-1.2
CC(=O)N1CCCc2cc(S(=O)(=O)NC(C(=O)NCc3ccc(C)cc3)C(C)C)ccc21 (configuration not stated)	74	0.98	1.1	-7	1	3	0.0	2	-0.7
CCc1ccc(-c2nc(CN3CCC(C(=O)NCc4ccc(F)cc4)CC3)c(C)o2)cc1	32	1	1.1	14	34	-10	-0.4	3	-0.5
N#Cc1c(-c2cccnc2)c2c([nH]c1=S)CCCC2	132	1.1	1.2	-4	1	2	0.2	-3	-0.9
Cc1ccc(-c2nnc(SCC#N)n2N)cc1	113	1.1	1.1	-2	0	-4	0.1	5	0.4
c1ccc2ncc(-n3cnnn3)cc2c1	101	0.97	1	-1	-8	4	0.7	0	-0.1
Cc1cccc(N(C)S(=O)(=O)c2cccc3nsnc23)c1	133	1.1	1.1	8	x	-2	0.3	3	x
COCCNC(=O)NC(=O)COC(=O)C12CC3CC(CC(NC(C)=O)(C3)C1)C2	88	1	1.1	-11	-2	12	0.1	3	-0.6
CCOc1ccc(C(C)C)cc1S(=O)(=O)n1nc(C)cc1C	95	1	1.1	12	x	-3	0.1	8	-1.0
Nn1c(SCC(=O)Nc2ccccc2F)nnc1-c1cccnc1	83	1	0.85	-4	1	4	0.3	0	-0.3
COCCOC(=O)C(C#N)c1nc2ccccc2nc1N1CCN(Cc2ccccc2)CC1 (configuration not stated)	101	1	1.2	5	1	1	0.1	-17	0.0
C=CCn1c(SCC(=O)NCCOC)nc2scc(-c3ccco3)c2c1=O	95	1.1	1.1	7	-4	0	-1.0	1	-2.1
O=S(=O)(NCCc1ccc2c(c1)OCCO2)c1cccs1	107	1	1.2	1	-11	-1	-1.5	0	-0.6
O=C(CN1C(=O)C2C3C=CC(C3)C2C1=O)NCCN1CCCc2ccccc21 (configuration not stated)	120	0.99	1.1	-1	-6	-7	-1.3	-1	0.4
CCOC(=O)c1[nH]c(C)c(C(=O)NC2CCCCCC2)c1C	72	1	1.1	11	-11	4	1.1	6	-0.6
CC(C)(C)NC(=O)C1CCN(C(=O)c2ccc(Br)cc2)CC1	59	1	1.1	8	0	3	-0.9	2	-1.5
CCCS(=O)(=O)N1CCCC(C(=O)NC2CCCC(C)C2C)C1 (configuration not stated)	87	0.99	1	13	-35	4	0.2	-6	-0.6
CC1=CCC2C(=O)N(c3ccc(Br)cc3C)C(=O)C2C1 (configuration not stated)	92	1	1.1	1	-15	-7	-0.3	2	-0.9
c1ccc(-c2nc3nonc3c3nc4ccccc4n23)cc1	136	1	2.3*	-23	-25	2	0.2	-15	1.7
Cc1ccc2c(c1)N(CC(=O)OC(CC(C)C)C(=O)NC1CCCC1)C(=O)CO2 (configuration not stated)	-24*	1	1.1	34	20	-3	0.1	-1	0.0
CC1(C)CC(=O)C2=C(C1)NC(=O)CC2c1cc(F)ccc1F (configuration not stated)	77	1	1.1	4	-26	4	-0.5	-1	-0.7
Cc1cccc(CN2CCN(CC(=O)NCc3ccc(F)cc3)C2=O)c1	111	1	1.1	5	-30	6	0.6	-1	-0.2
CCOC(=O)Cn1c(=O)oc2cc(S(=O)(=O)Nc3ccc(N(CC)CC)cc3C)ccc21	18	1	1.1	5	-1	12	0.5	6	-0.1
Cc1ccc(C(=O)N2CCCC(c3nc4c(nnn4Cc4ccccc4)c(=O)[nH]3)C2)cc1 (configuration not stated)	94	1.1	1.1	4	15	8	-0.1	4	-1.0

(list continues)
SMILES	Her2 expr inh	A340 absorber	Autofluor 339	5HT1a antag	S1P1 ag-PAM	5HT1E antag	5HT1E ag	MMP-13 inhibitor	S1P3 ag
N=c1n(CCN2CCOCC2)c2ccccc2n1CC(O)COc1ccccc1 (configuration not stated)	86	1	1.1	1	-27	0	0.0	-1	0.5
Cc1nn2c(-c3cccc(NC(=O)c4ccco4)c3)nnc2c2ccccc12	74	1	1.2	-20	-49	19	0.9	-6	0.2
CCOCCn1c(SCc2ccc(F)cc2)nc2c1c(=O)[nH]c(=O)n2C	95	1	1.1	-7	-2	2	1.0	7	-0.7
CC(C)Sc1nnc(Nc2ccccc2)s1	85	1	1.1	17	-14	-4	-0.4	-8	1.3
CC(C)CCn1cnc2c(c1=O)c1nc3ccccc3nc1n2Cc1ccc2c(c1)OCO2	105	1.1	3.6*	-3	6	5	1.1	2	-0.8
CCC(C)Sc1nc2c(cnn2-c2ccc(C)cc2)c(=O)[nH]1 (configuration not stated)	55	1.1	1.1	-11	-40	11	0.6	3	-0.3
COc1cc2cc(C(c3nnnn3C(C)(C)C)N3CCc4ccccc43)c(=O)[nH]c2cc1OC (configuration not stated)	88	1.1	1.4	16	-16	18	-0.4	-29	-0.9
CN(C)S(=O)(=O)c1ccc2oc(SCC(=O)NCC(F)(F)F)nc2c1	60	1	0.98	6	-2	-6	-0.7	5	0.8
COc1ccccc1-c1cc(C(F)(F)F)nc(S(=O)(=O)CCCC(=O)N2CCOCC2)n1	35	1.1	1.4	26	-64	59*	4.7	-4	0.1
COc1ccc(C2C(C(=O)NCC3CCCO3)c3cc(OC)c(OC)cc3C(=O)N2C)cc1OC (configuration not stated)	170	1.1	1.1	12	x	-4	-1.0	4	x
CCCCc1nc(N2CCOCC2)c(C#N)c2c1COC(C)(C)C2	91	1	2.3*	x	2	4	-0.2	-43	-1.4
O=C(Cn1ncc2c(=O)oc3ccccc3c21)N1CCCc2ccccc21	92	0.99	1.1	-4	-12	4	0.4	4	-0.5
CCCn1c(SCC(=O)N2CCCc3ccccc32)nnc1-c1ccccn1	104	0.98	1.1	9	19	-5	-1.0	2	-1.2
CCCC(c1nnnn1CC(=O)OCC)N(Cc1cc2c(C)cc(C)cc2[nH]c1=O)C1CCCC1 (configuration not stated)	90	1	1.2	-8	-18	-14	0.5	-3	-0.6
CC(C)N1C(=O)C2C(C(=O)NC3CCCCC3)C3C=CC2(O3)C1C(=O)NC1CCCC1 (configuration not stated)	107	0.99	1.1	-9	13	0	1.4	-3	-0.8
COc1cc2ccccc2cc1C(=O)N1CCN(C)CC1	118	0.98	1.6	-2	-9	-8	0.1	-9	-1.0
CC(=O)Nc1ccc(C(=O)CSc2ncn(-c3ccccc3)n2)cc1	76	1.1	1.1	-1	-4	5	-1.8	-1	-2.0
Cc1cc(OCC(=O)N2CCOCC2)c(C(C)C)cc1Cl	85	1	1.1	15	x	2	-1.4	4	-1.6
COc1ccc(-c2nnc(SCC(=O)c3cccs3)o2)c(OC)c1	101	1.1	1.1	-18	8	-1	1.0	5	-1.2
CCCCN=CC1=C(O)C(C(=O)OC)C(C)(C)CC1=O (configuration not stated)	82	1.1	1	2	x	0	-0.6	3	-1.1
COc1ccc(C2=NOC(CN3C(=O)c4ccccc4S3(=O)=O)C2)cc1 (configuration not stated)	83	1	1.1	-2	x	-12	0.0	4	-0.8
CCC(=O)Nc1nc2ccccc2n1CCN(CC)CC	88	1.1	1.1	15	7	4	-0.3	1	-0.7
[O-][n+]1onc2c1CCc1c-2nn(-c2ccccc2Cl)[n+]1[O-]	52	0.97	1.1	60*	29	34*	-0.5	-1	-1.7
CN(C(=O)C1CCCO1)c1nnc(-c2ccncc2)s1 (configuration not stated)	101	0.99	2.6*	-7	6	-1	-0.1	-149	-1.0
COc1ccc2[nH]c3c(c2c1)CCn1c-3nc2ccccc2c1=O	157	1.1	2.2*	6	x	-23	2.1	-42	x

Following part.
SMILES	Her2 expr inh	A340 absorber	Autofluor 339	5HT1a antag	S1P1 ag-PAM	5HT1E antag	5HT1E ag	MMP-13 inhibitor	S1P3 ag
CCOC(=O)c1sc(NC(=O)CSc2ncccn2)c(C#N)c1C	109	1.1	1	-8	-6	-2	-0.7	-1	-0.1
CCS(=O)(=O)N1CCC(c2nc(-c3ccc(C(F)(F)F)cc3)no2)CC1	96	0.97	1.1	-16	17	1	0.7	0	-0.8
CN1CCN(c2oc(COc3ccc(-c4ccccc4)cc3)nc2C#N)CC1	87	0.99	1	2	-43	19	0.5	2	-0.3
Cc1cc(NC(=O)CSc2nc(CCC3CCCC3)nc3ccccc23)no1	92	0.97	1	32	9	4	-0.5	0	1.0
Cc1cc(C)c2c(n1)nn1c(N3CCN(c4ccccc4C)CC3)cc(C)nc21	59	1	2.8*	3	-17	-13	0.9	-38	-1.1
C=CCn1c(SCc2ccc(C(=O)OC)cc2)nnc1-c1sc(N)nc1C	80	1	1	-22	x	-10	0.2	3	-0.4
COc1ccccc1C(=O)Nc1nnn(C)n1	192	1	1.1	3	x	-5	-0.8	6	x
O=C(Cn1cc(C(=O)c2cccs2)c2ccccc21)NCc1cccs1	91	1.2	1.1	15	x	3	-0.9	5	-0.7
CC(=NC(C)C)C1=C(O)CCC1=O	122	1	1.1	-19	32	1	0.9	-8	-1.2
Cc1nc(NC2=NCN(CCN3CCOCC3)CN2)nc2c(C)cccc12	113	0.98	1.1	9	-12	-4	1.6	-8	1.0
Cc1cc(NC(=O)COc2cccc(Oc3ccccc3)c2)no1	119	1.1	0.99	5	-24	-10	-0.2	-5	0.0

Record cards (already shown):
Cc1cc(C)c2c(n1)nn1c(N3CCN(c4ccccc4C)CC3)cc(C)nc21 reads Her2 expr inh: 59; A340 absorber: 1; Autofluor 339: 2.8*; 5HT1a antag: 3; S1P1 ag-PAM: -17; 5HT1E antag: -13; 5HT1E ag: 0.9; MMP-13 inhibitor: -38; S1P3 ag: -1.1
Cc1nc(NC2=NCN(CCN3CCOCC3)CN2)nc2c(C)cccc12 reads Her2 expr inh: 113; A340 absorber: 0.98; Autofluor 339: 1.1; 5HT1a antag: 9; S1P1 ag-PAM: -12; 5HT1E antag: -4; 5HT1E ag: 1.6; MMP-13 inhibitor: -8; S1P3 ag: 1.0
Cc1cc(NC(=O)CSc2nc(CCC3CCCC3)nc3ccccc23)no1 reads Her2 expr inh: 92; A340 absorber: 0.97; Autofluor 339: 1; 5HT1a antag: 32; S1P1 ag-PAM: 9; 5HT1E antag: 4; 5HT1E ag: -0.5; MMP-13 inhibitor: 0; S1P3 ag: 1.0

Looked up by structure from the list above (three):
SMILES	Her2 expr inh	A340 absorber	Autofluor 339	5HT1a antag	S1P1 ag-PAM	5HT1E antag	5HT1E ag	MMP-13 inhibitor	S1P3 ag
CCOC(=O)c1sc(NC(=O)CSc2ncccn2)c(C#N)c1C	109	1.1	1	-8	-6	-2	-0.7	-1	-0.1
Cc1cc(C)c2c(n1)nn1c(N3CCN(c4ccccc4C)CC3)cc(C)nc21	59	1	2.8*	3	-17	-13	0.9	-38	-1.1
CC(=NC(C)C)C1=C(O)CCC1=O	122	1	1.1	-19	32	1	0.9	-8	-1.2

Assay outcomes deposited in PubChem by several laboratories.

Outcome played no part in choosing rows; overall some 8.5% were active at least once.
